Screening results: PubChem BioAssay, National Center for Advancing Translational Sciences (NCATS)
CCT modulator = High-Throughput Screening for Modulators of Cytosolic Chaperonin Activity. purified chaperonin ATPase assay, HTRF ADP detection, 30 min. activity change, % (no concentration beside the values), hits read low. hit rate 0.3% among 360,000. AID 651819, 2012; in the data active means activity change below about -30%; further: on the % scale 0 is the no-effect control and ±100 the full control effect
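First, chaperonin was dispensed at 40 nM or 20 nM final depending on batch activity. Next, compounds were pinned at 76 uM and ATP added at 10 uM. After 30 min at 37 °C, ADP detection reagents ran 30 min at ambient temperature.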
EPAC2 ag = qHTS for Agonist of cAMP-regulated guanine nucleotide exchange factor 4 (EPAC2): primary screen | EPAC2 activation, biochemical qHTS; response scale: 100% = 6.5 mM cAMP response | Potency, µM (top dose mostly 154 µM), inactives show at the highest dose activation, hits mostly activators | hit rate 0.079% among 360,000; further: potency means the concentration at half of the fitted maximal effect; nearly all actives have a fitted effect of over 50% in size
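Each well held 100 nM EPAC2, 250 nM RAP1B-BODIPY-GDP and 50 uM GDP. Fluorescence, read at 5-min intervals to 30 min, was referenced to a 6.5 mM cAMP positive control.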
IL-2 act = qHTS of IL-2 Activators. IL-2 activation reporter assay, cell-based qHTS; stimulated with anti-CD3/CD4/CD28 beads; in transgenic mouse T cells. activation, % (series mostly up to about 46 µM). hit rate 0.065% among 360,000. AID 652025, 2013; in the data active means activation above about 50%; inconclusive means mostly about 30% to 49%; further: 0% is about no effect
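Quantitative HTS in unstimulated transgenic mouse T cells, with memory T cells as non-tolerant control and PMA/ionomycin as tolerance-bypass control. Compound pretreatment lasted 60 minutes before 18 h bead stimulation; EGFP/DsRed fluorescence read.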
PLK1 PBD block = qHTS for Inhibitors of PLK1-PDB (polo-like kinase 1 - polo-box domain): Primary Screen; Serine/threonine-protein kinase PLK1 (Homo sapiens), P53350; Plk1 PBD binding of FITC phosphopeptide, fluorescence polarization; Potency, µM, inactives show max response, negative = inhibition, usual class: inhibitors; hit rate 2.8% among 360,000; AID 720504, 2013; further: potency means the concentration at half of the fitted maximal effect; series mostly up to about 57 µM; on the % scale 0 is the no-effect control and ±100 the full control effect; nearly all actives have a fitted effect of over 65% in size
Target sequence (P53350 whole entry, looked up, the tested form may be a part): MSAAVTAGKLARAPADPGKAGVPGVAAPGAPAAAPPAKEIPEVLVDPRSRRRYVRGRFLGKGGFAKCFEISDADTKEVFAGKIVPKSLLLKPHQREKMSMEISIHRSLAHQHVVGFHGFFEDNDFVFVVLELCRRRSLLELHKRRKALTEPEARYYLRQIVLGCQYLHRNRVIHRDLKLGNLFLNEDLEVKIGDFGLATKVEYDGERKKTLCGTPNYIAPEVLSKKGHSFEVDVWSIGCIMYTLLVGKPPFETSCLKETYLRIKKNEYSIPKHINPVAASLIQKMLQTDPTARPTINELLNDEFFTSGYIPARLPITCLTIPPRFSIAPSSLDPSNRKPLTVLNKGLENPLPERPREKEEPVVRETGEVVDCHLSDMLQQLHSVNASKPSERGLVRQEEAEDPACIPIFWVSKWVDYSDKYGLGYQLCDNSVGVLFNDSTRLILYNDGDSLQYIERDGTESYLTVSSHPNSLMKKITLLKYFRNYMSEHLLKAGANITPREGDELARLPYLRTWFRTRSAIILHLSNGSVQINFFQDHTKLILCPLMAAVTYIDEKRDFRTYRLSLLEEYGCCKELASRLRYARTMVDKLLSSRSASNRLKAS
PI5P4K alpha inh = qHTS for Inhibitors of phosphatidylinositol 5-phosphate 4-kinase (PI5P4K) | Phosphatidylinositol 5-phosphate 4-kinase type-2 alpha (Homo sapiens), P48426 | PI5P4Kalpha enzyme, ADP-Glo luminescence, 60 min; active compounds read low | max response, % | hit rate 1.2% among 330,000 | AID 652105, 2013; active means max response of -50% or lower; inconclusive means between -30% and -50%; inactive means -30% or higher; further: value at the top dose of about 77 µM; on the % scale 0 is the no-effect control and ±100 the full control effect
Target sequence (P48426 whole entry, looked up): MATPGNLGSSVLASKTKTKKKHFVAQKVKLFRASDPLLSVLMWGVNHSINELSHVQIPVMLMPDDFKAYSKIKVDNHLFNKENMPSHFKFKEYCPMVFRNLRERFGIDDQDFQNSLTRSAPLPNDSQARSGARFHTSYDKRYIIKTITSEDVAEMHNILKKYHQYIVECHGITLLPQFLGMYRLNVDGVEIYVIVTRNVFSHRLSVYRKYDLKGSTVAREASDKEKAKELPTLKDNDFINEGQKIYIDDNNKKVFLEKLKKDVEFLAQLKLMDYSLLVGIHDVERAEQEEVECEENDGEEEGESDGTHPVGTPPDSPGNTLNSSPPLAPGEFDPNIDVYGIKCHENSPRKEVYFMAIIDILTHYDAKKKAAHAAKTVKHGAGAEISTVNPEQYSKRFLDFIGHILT
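PI5P4Kalpha ADP-Glo assay; 5 microM ATP final; 60 min RT reaction; HEPES pH 7.4/EGTA/CHAPS, 5% DMSO; controls lacking substrate or enzyme; luminescent end-point.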
EPAC1 agonist = qHTS for Agonist of cAMP-regulated guanine nucleotide exchange factor 3 (EPAC1): primary screen; AID 720707, 2013; Potency, µM (titrated, usually from 154 µM), for the others: at the top dose activation, usual class: activators; EPAC1 agonist qHTS, biochemical assay; response scale: 100% = response to 6.5 mM cAMP; hit rate 0.073% among 360,000; Rap guanine nucleotide exchange factor 3 (Homo sapiens), O95398; further: potency means the concentration at half of the fitted maximal effect; nearly all actives have a fitted effect of over 60% in size
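Compounds were pinned as a concentration titration into mixtures of EPAC1 (100 nM), BODIPY-GDP-loaded Rap1B (250 nM) and GDP (50 uM). After 5 min at room temperature, fluorescence was followed for 30 min; activity was scaled to 6.5 mM cAMP.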
WRN helicase inh = qHTS for Inhibitors of WRN Helicase; hit rate 0.46% among 360,000; Potency, µM (titrated, usually from 114 µM), inactives show at the top dose activity change, negative = inhibition, most hits filed as inhibitors; WRN helicase unwinding, fluorescent forked duplex, kinetic; Bifunctional 3'-5' exonuclease/ATP-dependent helicase WRN (Homo sapiens), Q14191; further: potency means the concentration at half of the fitted maximal effect; on the % scale 0 is the no-effect control and ±100 the full control effect; nearly all actives have a fitted effect of over 55% in size
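Kinetic fluorescence helicase assay: unwinding of a quenched forked DNA duplex (100 nM final) with 2 mM ATP final raises red fluorescence (525/598 nm). Compounds sat 15 min at room temperature with 20 nM WRN beforehand.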
EPAC1 antagonist = qHTS for Antagonist of cAMP-regulated guanine nucleotide exchange factor 3 (EPAC1): primary screen | Rap guanine nucleotide exchange factor 3 (Homo sapiens), O95398 | EPAC1 GEF assay, Rap1b-BODIPY-GDP exchange fluorescence | Potency, µM (series often up to 115 µM), without a hit: at the top dose activity change, negative = inhibition, hits mostly inhibitors | hit rate 0.14% among 360,000;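 further: potency means the concentration at half of the fitted maximal effect; plate controls were vehicle for no effect and positive control for full effect; nearly all actives have a fitted effect of over 50% in size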
An asterisk follows results filed as active; ? = inconclusive; . = not tested or not shown; [ ] = remark or other dose. Unless noted, the call rests on the fitted dose curve; in most records, active means well fitted curve in the direction sought with a large enough effect; inconclusive means small, poorly fitted or top-dose-only effect, or another doubt; inactive means no such curve, though single readings can be large; an effect the other way counts as inactive or inconclusive.

SMILES	CCT modulator	EPAC2 ag	IL-2 act	PLK1 PBD block	PI5P4K alpha inh	EPAC1 agonist	WRN helicase inh	EPAC1 antagonist
COc1ccc(NC(=O)N2CCC(CO)(CC3CCCCO3)CC2)c(OC)c1 (centres undefined)	0.9	-2%	-2.8	-3%	0	2%	1%	-15%
COc1cc(S(=O)(=O)Nc2ccccn2)ccc1F	-2.2	6%	3.5	-3%	.	-1%	-2%	1%
Cc1ccc(CNC(=O)c2ccc(CS(=O)Cc3ccccc3Cl)o2)cc1 (centres undefined)	0.7	4%	-3.4	-13%	6	-10%	-1%	8%
Cc1ccc(S(=O)(=O)C[C@@H]2OC[C@H](CO)N2S(=O)(=O)c2ccc(C)cc2)cc1	.	11%	1.2	-13%	-3	7%	-1%	-6%
NS(=O)(=O)c1ccc(N=C2C(=O)Nc3ccccc32)cc1	0.2	-2%	0.6	2%	0	-3%	-7%	-15%
CCN1CCN(c2ncnc3c2sc(=S)n3-c2ccccc2)CC1	-1.9	3%	-1.6	-18%	-1	-8%	-4%	-17%
COc1ccc2c(c1)C(C)CC(C)(C)N2C(=O)NC1CCCCC1 (centres undefined)	-0.6	?	-3.9	-16%	-5	-7%	2%	4%
CC(C)(C)c1ccc(OCCNC(=O)c2ncn[nH]2)cc1	1.3	-10%	0.3	2%	-3	0%	1%	9%
Cc1ccc(/C=C/C(=O)N2CCC(Cc3ccccc3)CC2)cc1	-1.5	4%	0.1	0%	1	9%	-4%	-8%
O=C(c1ccc(Cl)cc1Cl)C1(n2cncn2)Oc2ccccc2C1O (centres undefined)	1.1	11%	-3.1	-2%	-11	6%	6%	-15%
CC(=O)N1CCSc2ccc(S(=O)(=O)N3CCC(C)CC3)cc21	-0.4	17%	-0.4	-4%	3	0%	2%	-8%
COc1ccc(NS(=O)(=O)c2ccc(/C=C/C(=O)O)cc2)cc1S(=O)(=O)N1CCOCC1	-7.5	-7%	-1.4	3%	-2	1%	-6%	-26%
O=C(Nc1cccc(-n2cnnn2)c1)c1cccc(Cl)c1	-0.6	6%	0.0	-3%	3	3%	-2%	-25%
COc1cccc(OC)c1C(=O)Nc1nnc(C(C)C)s1	-2.1	0%	-1.1	-6%	.	8%	-8%	5%
CC(=O)c1ccc(NC(=O)C2CCN(S(=O)(=O)c3cccnc3)CC2)cc1	-0.1	5%	0.1	-2%	0	12%	-7%	-18%
COc1ccc(N(CC(=O)NCc2ccco2)S(C)(=O)=O)c(OC)c1	1.6	-1%	-3.3	-14%	-11	-4%	9%	-2%
O=C(COC(=O)c1cc([N+](=O)[O-])ccc1N1CCOCC1)Nc1c(Cl)cccc1Cl	1.2	1%	-3.7	-6%	9	7%	-2%	-13%
O=C(Nc1ccc2c(c1)OCCO2)c1cc(-n2cnnc2)ccc1Cl	-1.5	15%	0.3	-3%	7	8%	-1%	-2%
CSc1ccc(S(=O)(=O)Nc2c(C)n(C)n(-c3ccccc3)c2=O)cc1	-2.7	1%	0.2	-3%	-1	0%	-5%	5%
Cn1c(-c2cccc(F)c2)nc2c1c(=O)[nH]c(=O)n2Cc1ccccc1	-2.4	-8%	1.5	-5%	6	-1%	-9%	-14%
O=c1[nH]c2sc3c(c2c2nncn12)CCCC3	-2.9	10%	0.6	-26%	.	4%	-31%	-5%
COc1ccc(C(=O)Nc2c(C)cc(C)cc2C)cc1OC	1.3	-2%	0.0	7%	3	1%	-12%	13%
CCN(CC)S(=O)(=O)c1ccc(NN=c2c(=O)c3ccccc3c2=O)cc1	1.3	-3%	-0.9	-14%	3	4%	0%	17%
Cc1cccc(OCC(=O)N/N=C/c2ccc(N(C)C)cc2)c1	-1.6	11%	-0.8	-7%	7	8%	-1%	1%
CC(=O)NCCNc1nc(NCc2cccs2)nc2ccsc12	-1.3	3%	-0.3	-4%	2	9%	-3%	-7%
CCCSC1=C(C#N)C(c2ccc(OC)cc2)C2=C(CC(C)(C)CC2=O)N1 (centres undefined)	-2.9	-3%	-3.5	-12%	-1	2%	15%[57.1 µM]	-18%
O=C(OCCOc1ccc(Br)cc1)c1ccc(Cl)c(S(=O)(=O)N2CCOCC2)c1	-0.8	16%	-1.0	-2%	9	15%	-6%	-22%
CN(CC(=O)Nc1cccc(F)c1)CC(=O)N(C)c1c(N)n(Cc2ccccc2)c(=O)[nH]c1=O	1.9	6%	0.0	-4%	-3	3%	0%	12%
O=C(Nc1ccccc1F)c1cc2c(s1)-c1ccccc1S(=O)(=O)C2	-2.5	0%	-1.9	-14%	-4	-11%	0%	-19%
O=C(C[C@@H]1C/C=C\C[C@@H](Cc2ccc(F)cc2)C(=O)OC[C@H]2CCCN2C1=O)N[C@H](CO)Cc1ccccc1	1.1	2%	0.1	-4%	3	1%	-6%	0%
O=C(C1=C(O)C(=O)N(CC2CCCO2)C1c1ccccc1Cl)c1ccco1 (centres undefined)	-0.3	7%	-0.5	-13%	0	0%	4%	-1%
COc1cc(Sc2ccc(C)cc2)c(OC)cc1N	-3.6	9%	-2.7	?	.	10%	-3%	0%
COc1ccc(OC)c(N2C(N)=NC(N)=NC23CCCC3)c1	2.9	-12%	-2.2	-17%	-6	-6%	3%	10%
CCn1c(=O)c2ccccc2n(Cc2cccc([N+](=O)[O-])c2)c1=O	-1.8	11%	0.0	-8%	-4	3%	5%	-3%
CN1CCN(c2ccc(NC(=S)NC(=O)c3cccc4c(Cl)cccc34)cc2)CC1	-0.7	-13%	-3.1	-13%	1	5%	5%	-23%
FC(F)Oc1ccc(-c2csc(Cc3nnc4n3CCCCC4)n2)cc1	-2.2	-1%[15.6 µM]	-0.7	-4%	-11	0%	-8%	5%
CC(C)(C)n1nc2c(c1NC(=O)c1ccc(Br)cc1)CS(=O)C2 (centres undefined)	1.1	-1%	2.8	-1%	3	-7%	-3%	-15%
O=C(Nc1ccc2c(c1)CCC2)c1cccs1	-3.6	20%	0.3	-6%	-4	9%	-7%	-4%
c1coc(-c2ccnc3ncnn23)c1	-15	0%	-1.7	-4%	-4	-5%	1%	-8%
CCc1ccc2nc(N(CCCN(C)C)C(=O)c3ccc(S(=O)(=O)N(C)C4CCCCC4)cc3)sc2c1	2.5	-10%	-3.5	-4%	3	7%	-29%	?
CCC(C(=O)NCc1cccs1)n1nc(C)n2c(cc3occc32)c1=O (centres undefined)	-0.1	-8%	-2.5	-11%	6	6%	-6%	0%
COC1(OC)C(/C=C/c2ccc(Cl)cc2)C(C#N)(C#N)C1(OC)OC (centres undefined)	-2.0	3%	-5.0	-4%	12	0%	-28%	-8%
CC(=O)c1cc2c(cc1NS(=O)(=O)c1ccccc1Br)OCO2	-0.2	11%	-2.8	-11%	-6	5%	-1%	-4%
O=C(CN1C(=O)NC2(CCOc3ccccc32)C1=O)NCCc1ccc(F)cc1 (centres undefined)	-1.1	2%	0.7	-1%	-5	3%	7%	-3%
COc1ccc(C2SCC(=O)N2c2ccc(F)cc2)cc1 (centres undefined)	0.5	4%	2.8	0%	-5	3%	-3%	6%
CC(=O)Nc1ccc(Oc2ccc(S(=O)(=O)N3CCCC3)cn2)cc1	1.7	9%	0.4	-14%	3	-2%	3%	-10%
O=C(NCC1CCCO1)c1cn(-c2ccccc2)nc1-c1ccccc1 (centres undefined)	-0.8	3%	-1.8	2%	3	-17%	4%	18%
CN1CCN(c2ccc(CNC(=O)C3Cc4c(-c5ccccc5)ccnc4O3)cc2)CC1 (centres undefined)	-1.9	8%	0.8	-3%	-2	0%	-8%	-15%
CC(c1cccnc1)N(CCN(C)C)C(=O)Nc1ccc(Cl)c(Cl)c1 (centres undefined)	-1.1	-4%	-1.5	12%	-1	-7%	1%	-1%
C/C(N)=C(/C#N)C(=O)COC(=O)C1=NN(c2ccccc2)C(=O)CC1	-0.1	7%	-0.5	5%	3	1%	-1%	-9%

Next part; the last four above are carried over.
SMILES	CCT modulator	EPAC2 ag	IL-2 act	PLK1 PBD block	PI5P4K alpha inh	EPAC1 agonist	WRN helicase inh	EPAC1 antagonist
O=C(NCC1CCCO1)c1cn(-c2ccccc2)nc1-c1ccccc1 (centres undefined)	-0.8	3%	-1.8	2%	3	-17%	4%	18%
CN1CCN(c2ccc(CNC(=O)C3Cc4c(-c5ccccc5)ccnc4O3)cc2)CC1 (centres undefined)	-1.9	8%	0.8	-3%	-2	0%	-8%	-15%
CC(c1cccnc1)N(CCN(C)C)C(=O)Nc1ccc(Cl)c(Cl)c1 (centres undefined)	-1.1	-4%	-1.5	12%	-1	-7%	1%	-1%
C/C(N)=C(/C#N)C(=O)COC(=O)C1=NN(c2ccccc2)C(=O)CC1	-0.1	7%	-0.5	5%	3	1%	-1%	-9%
Cc1ccc(C(=O)N2CCCC(Nc3ccc(C)c(C)c3)C2)c(=O)[nH]1 (centres undefined)	-3.1	9%	-4.0	-9%	-6	2%	-28%	1%
CCCn1ncc(CN2CCC(Oc3ccc(C(=O)N4CCCC4)cc3)CC2)c1C	-3.4	1%	-1.6	-8%	1	5%	1%	4%
CCOC(=O)[C@@H]1[C@H]2COc3ccccc3[C@@H]2N2C(=O)N(c3ccc(OC)cc3)C(=O)[C@]12C	-2.1	13%	-0.5	-8%	0	-2%	-2%	1%
COc1cc(N)c(Cl)cc1C(=O)OCC(=O)Nc1cccnc1Cl	-3.2	2%	-0.3	-8%	-4	-2%	-4%	6%
Cc1ccc(NC=C(S(=O)(=O)c2ccccc2)S(=O)(=O)c2ccccc2)c(C)c1	2.1	2%	0.6	0%	2	0%	1%	-13%
COc1ccccc1CNC(=O)c1cc2c(s1)CS(=O)(=O)C2	-0.9	7%	1.5	-2%	.	6%	-12%	10%
CCc1nc(SCC(=O)c2ccc(Cl)s2)c2oc3ccccc3c2n1	-14	21%	0.1	-7%	.	26%	5%	3%

A portion of the library, so the mix of outcomes need not match the whole.
